From PubChem
TRHR PAM: allosteric enhancers of human TRH receptor; enhancement, % at 2 µM; hit rate 0.66% among 360,000; P34981; TRHR cells, fluo-8 calcium fluorescence, EC20 TRH enhancement; in the data active means enhancement above about 30%; further: 0% is about no effect
Target sequence (P34981 whole entry, looked up): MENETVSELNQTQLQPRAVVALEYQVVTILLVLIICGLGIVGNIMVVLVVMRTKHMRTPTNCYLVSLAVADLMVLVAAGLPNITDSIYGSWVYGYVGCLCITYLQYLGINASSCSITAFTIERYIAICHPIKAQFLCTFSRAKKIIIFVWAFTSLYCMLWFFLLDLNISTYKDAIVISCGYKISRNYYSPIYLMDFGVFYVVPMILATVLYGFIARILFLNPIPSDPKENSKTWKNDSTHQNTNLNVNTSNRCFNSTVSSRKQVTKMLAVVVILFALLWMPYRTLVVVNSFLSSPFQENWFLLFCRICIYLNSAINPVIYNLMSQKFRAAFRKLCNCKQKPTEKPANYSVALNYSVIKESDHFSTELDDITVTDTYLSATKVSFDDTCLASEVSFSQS
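Enhancer read-out: after compound pinning and an initial kinetic agonist-mode read, an EC20 of TRH (10 nM final) was injected and fluo-8 calcium signal (Ex 480/Em 530) followed at 1 s/cycle for 100 cycles in TRHR-expressing cells.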
RXFP1 agonist: activates the human relaxin receptor RXFP1 | Q9HBX9 | Potency, µM (series often up to 57.5 µM), inactives show at the highest dose activation, most hits filed as activators | hit rate 0.3% among 370,000 | HEK293T-RXFP1 cAMP TR-FRET, 30 min; response scale: percent of porcine relaxin response, buffer zero; further: potency means the concentration at half of the fitted maximal effect; on the % scale 0 is the no-effect control and ±100 the full control effect; nearly all actives have a fitted effect of over 60% in size; many of its hits are not listed in these tables
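HEK293T cells stably expressing RXFP1 were pretreated with the PDE4 inhibitor Ro 20174, exposed to compounds for 30 min at 37C, lysed, and cAMP was read by TR-FRET. Data normalized to buffer (basal) and 29 nM porcine relaxin (100%).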
D1 potentiator: enhances dopamine response at the human D1 receptor | potentiation, % at 10 µM | HEK293 TREx D1 cells, calcium flux, dopamine EC20 potentiation | hit rate 0.036% among 360,000 | P21728; in the data active means potentiation above about 30%; further: 0% is about no effect
D1 antagonist: antagonists of human D1 dopamine receptor; P21728; HEK293 TREx D1 cells, calcium flux, dopamine EC80; hits give low values; activity change, negative = inhibition, % at 10 µM; hit rate 3.2% among 360,000; in the data active means activity change below about -30%; further: on the % scale 0 is the no-effect control and ±100 the full control effect
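After overnight tetracycline induction at 30 C, force-coupled D1 HEK293 cells took up a no-wash calcium dye at room temperature. Compounds were added and monitored 180 s, and the response to EC80 dopamine was then recorded.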
RXFP1 antag: blocks the human relaxin receptor RXFP1; AID 1259400; hit rate 0.59% among 350,000; activity change, negative = inhibition, % at 57.5 µM; HEK293-RXFP1, relaxin-stimulated cAMP HTRF, 30 min; hits give low values; Q9HBX9;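 active means activity change of -60% or lower, but not beyond a set lower limit; inconclusive means change between -60% and -40%, or beyond the set limit; inactive means change above -40%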; further: on the % scale 0 is the no-effect control and ±100 the full control effect
Apoferritin bind: binds horse apoferritin like a general anesthetic; hit rate 0.074% among 350,000; apoferritin/1-aminoanthracene competitive binding, fluorescence; AID 485281; Potency, µM (highest dose often 77.5 µM), for inactives: at the highest dose activity change, negative = displacement, most hits filed as inhibitors; further: potency means the concentration at half of the fitted maximal effect; on the % scale 0 is the no-effect control and ±100 the full control effect; nearly all actives have a fitted effect of over 20% in size
Target sequence (P02791 2-175 limits assumed): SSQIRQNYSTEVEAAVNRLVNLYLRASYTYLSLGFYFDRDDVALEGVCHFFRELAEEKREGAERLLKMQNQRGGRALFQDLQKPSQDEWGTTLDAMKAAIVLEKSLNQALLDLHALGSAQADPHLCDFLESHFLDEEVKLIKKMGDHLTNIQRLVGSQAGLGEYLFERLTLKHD
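In PBS, apoferritin at 10 uM is loaded with 1-AMA from a 50% saturated solution. After 10 min of compound exposure at ambient temperature, reduced 535 nm fluorescence indicates probe displacement.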
TRHR ag: agonists of human TRH receptor; TRHR cells, calcium flux fluo-8, FDSS agonist mode; activation, % at 2 µM; P34981; hit rate 0.18% among 360,000; AID 493084; in the data active means activation above about 30%; further: 0% is about no effect
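In this calcium-flux screen, cells bearing human TRHR are dye-loaded with fluo-8, baselined for 10 cycles, then exposed to library compounds; positive kinetic calcium responses during the agonist phase mark hits, with TRH as control.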
D2 PAM: D2 dopamine receptor (human) potentiation; P14416; potentiation, % at 10 µM; hit rate 0.34% among 340,000; HEK293 T-REx D2, calcium flux, EC20 dopamine potentiation;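 active means potentiation over 3 SD above the plate norm, cut at about 30% in these data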; further: 0% is about no effect
Target sequence (P14416 whole entry, looked up): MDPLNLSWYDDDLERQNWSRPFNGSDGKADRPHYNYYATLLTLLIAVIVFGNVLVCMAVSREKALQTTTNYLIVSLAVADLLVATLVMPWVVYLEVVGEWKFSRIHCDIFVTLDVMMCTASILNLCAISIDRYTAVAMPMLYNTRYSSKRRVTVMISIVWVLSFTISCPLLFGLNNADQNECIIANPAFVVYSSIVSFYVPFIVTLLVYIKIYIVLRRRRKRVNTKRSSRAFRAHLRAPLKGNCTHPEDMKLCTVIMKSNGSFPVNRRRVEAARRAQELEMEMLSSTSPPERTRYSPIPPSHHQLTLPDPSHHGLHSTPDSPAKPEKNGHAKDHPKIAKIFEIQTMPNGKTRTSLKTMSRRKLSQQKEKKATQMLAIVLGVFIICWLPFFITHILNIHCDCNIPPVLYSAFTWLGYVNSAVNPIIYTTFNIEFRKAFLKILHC
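Potentiation of an EC20 dopamine calcium response measured kinetically over 180 s, after a preceding 180 s compound-only read flagging agonists. Cells: inducible Hek293 Trex D2 line, 4000/well, cultured overnight at 30 C before dye loading.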
D1 ag: activates the human D1 dopamine receptor | AID 504660 | HEK293 T-REx D1 cells, calcium flux, agonist mode | hit rate 1% among 360,000 | activation, % at 2 µM | P21728; in the data active means activation above about 30%; further: 0% is about no effect
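Agonism was scored from calcium flux recorded over 180 s (1 read/s) after pintool compound addition, following a 10-cycle baseline. Cells were inducible force-coupled HEK293 TREx D1, plated overnight at 30 C and loaded with no-wash calcium dye.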
Numbers without * were called inactive; ? = inconclusive; . = not tested or not shown; [ ] = another dose, or the depositor's remark. Unless noted, the call rests on the fitted dose curve; in most records, active means well fitted curve in the direction sought with a large enough effect; inconclusive means small, poorly fitted or top-dose-only effect, or another doubt; inactive means no such curve, though single readings can be large; an effect the other way counts as inactive or inconclusive. A portion of the library; count on the stated rates, not on these rows.

SMILES	TRHR PAM	RXFP1 agonist	D1 potentiator	D1 antagonist	RXFP1 antag	Apoferritin bind	TRHR ag	D2 PAM	D1 ag
CC(C)CSc1nnc2c3ccccc3n(C)c2n1	-6	23%	16	-8	3	?	-0.6	2	1
Cc1cc(NS(=O)(=O)c2ccc(NC(=O)/C=C/c3ccco3)cc2)nc(C)n1	-2	-5.7%	-6	13	-10	0%	-0.7	2	4
COc1ccc(C(=O)C(c2ccccc2)N2CCOCC2)cc1 (stereo unspecified)	-5	0.5%	-4	-1	1	-11%	-0.4	6	3
O=C(COC(=O)CCC(=O)c1ccccc1)NCCc1ccccc1	-4	1.9%	-12	17	-12	.	0.0	-10	3
CCN(CC)C(=O)Cn1c(=O)n(CCc2ccccc2)c(=O)c2ccccc21	8	3.8%	0	-3	.	-1%	-0.4	2	2
CC(=O)c1cc(CN2CCN(Cc3ccc(C)cc3)C(CCO)C2)cs1 (stereo unspecified)	1	-0.1%	0	-6	2	-3%	-1.0	-19	0
CCC(CC)C(=O)Nc1c2c(nn1-c1ccc(C)cc1)CS(=O)(=O)C2	8	-1.0%	-6	-13	26	-1%	-0.5	-4	1
O=c1oc(-c2ccccc2)nc2c1C1(CCCCC1)Cc1ccccc1-2	3	-0.6%	-3	-1	-4	-5%	1.2	4	5
O=C(N/N=C/c1ccccn1)c1ccc(S(=O)(=O)N2CCCCCC2)cc1	-1	4.7%	-2	4	7	?	-0.6	1	1
O=C1c2ccccc2C(Nc2ccc3c(c2)OCO3)N1Cc1ccco1 (stereo unspecified)	9	-2.1%	0	-1	-15	1%	-1.6	10	1
CCOC(=O)C(C)Sc1ncnc2nc[nH]c12 (stereo unspecified)	-4	2.1%	-9	10	10	14%	0.1	6	0
O=C(NNC(=O)C1CCN(S(=O)(=O)c2cccc(C(F)(F)F)c2)CC1)C1CC1	1	-0.8%	2	-8	-3	-2%	0.6	-3	3
O=C(CC1SC(N2CCCC2)=NC1=O)Nc1ccc(C(=O)NCCOc2ccccc2F)cc1 (stereo unspecified)	-5	-1.2%	-4	4	6	.	0.0	-24	5
Cc1cc(C)c(/C=N/n2c(C)cc(C)c(C#N)c2=O)c(C)c1	8	2.4%	0	4	-12	-5%	0.0	2	4
O=S(=O)(Cc1nc2ccccc2s1)c1ccccc1	-16	1.6%	-4	2	-2	-10%	0.5	10	3

Profiles as entered above. Order of screens: TRHR PAM | RXFP1 agonist | D1 potentiator | D1 antagonist | RXFP1 antag | Apoferritin bind | TRHR ag | D2 PAM | D1 ag
Listed for Cc1cc(NS(=O)(=O)c2ccc(NC(=O)/C=C/c3ccco3)cc2)nc(C)n1 → -2 | -5.7% | -6 | 13 | -10 | 0% | -0.7 | 2 | 4
Listed for O=C(COC(=O)CCC(=O)c1ccccc1)NCCc1ccccc1 → -4 | 1.9% | -12 | 17 | -12 | . | 0.0 | -10 | 3
Listed for COc1ccc(C(=O)C(c2ccccc2)N2CCOCC2)cc1 (stereo unspecified) → -5 | 0.5% | -4 | -1 | 1 | -11% | -0.4 | 6 | 3
Listed for CC(C)CSc1nnc2c3ccccc3n(C)c2n1 → -6 | 23% | 16 | -8 | 3 | ? | -0.6 | 2 | 1
Listed for Cc1cc(C)c(/C=N/n2c(C)cc(C)c(C#N)c2=O)c(C)c1 → 8 | 2.4% | 0 | 4 | -12 | -5% | 0.0 | 2 | 4

Remaining list, next part:
SMILES	TRHR PAM	RXFP1 agonist	D1 potentiator	D1 antagonist	RXFP1 antag	Apoferritin bind	TRHR ag	D2 PAM	D1 ag
O=C(COc1cc2oc(=O)c3c(c2cc1Cl)CCC3)NCc1ccncc1	36*	4.5%	8	-5	3	-10%	-0.2	11	1
Cc1ccc(CC(=O)Nc2nncs2)cc1	-17	1.3%	-2	-13	1	-5%	-0.5	0	2
Cc1ccc(NC(=O)Nc2ccccc2CC[N+](=O)[O-])cc1	2	0.2%	-7	-32*	-9	-3%	-0.1	-3	9
COc1cccc(CN(C)C(=O)CNC(=O)c2ccc(-c3ccccc3)cc2)c1OC	19	0.4%	1	1	-10	-9%	-1.3	3	0
CCOc1ccc(NC(=O)c2c(OC)cccc2OC)cc1	4	-0.1%	12	-4	0	0%	-0.1	.	1
C=CCn1c(NCc2c[nH]c3ccccc23)nc2ccccc21	0	-0.1%	-14	-59*	-18	?	-0.5	-13	1
Cc1ccccc1CC1(CO)CCCN(C(=O)Cc2c(F)ccc(F)c2F)C1 (stereo unspecified)	-5	2.0%	1	-15	-9	?	0.3	9	6
CN(C)CCCNC(=O)c1cc(C(=O)c2ccccc2)c[nH]1	1	-2.8%	-4	-10	1	-2%	0.4	-6	2
CCOC(=O)c1ccc(NC(=O)CC2SC3=NCCN3C2=O)cc1 (stereo unspecified)	11	0.5%	-1	25	-14	7%	-2.2	-1	0
CCOc1cc(N2CCOCC2)c(OCC)cc1NS(=O)(=O)c1ccc(Cl)s1	15	3.0%	0	4	2	?	-1.9	7	-1
COc1ccc(NCc2cc3ccc(OC)cc3n(CC(=O)Nc3cccc(OC)c3)c2=O)cc1	24	-0.7%	0	-3	.	0%	-0.2	7	1
CCOC(=O)C1=C(CN2CCc3ccccc32)NC(=O)NC1c1ccc(Cl)cc1 (stereo unspecified)	14	3.3%	7	19	3	-22%	-0.4	2	12
COc1ccc(CCNC(=O)Cn2nnc(-c3ccc(C(F)(F)F)cc3)n2)cc1OC	-1	1.9%	-3	-12	.	-20%	0.7	-5	4
CCOC(=O)C1=C(c2ccccc2)NC(=S)NC1c1ccc(Cl)cc1 (stereo unspecified)	-5	1.0%	-5	-6	-10	2%	0.4	5	3
COc1cccc(/C=C(\C#N)c2nc3ccc(C)cc3[nH]2)c1OCC(=O)O	-1	2.5%	-7	-25	3	-13%	0.0	17	4
O=C(c1ccccc1)N(Cc1ccc2c(c1)OCO2)Cc1nc2ccccc2c(=O)[nH]1	19	1.3%	5	5	4	?	-1.3	1	0
CCN(CC)S(=O)(=O)c1ccc2oc(C(=O)NCC3COc4ccccc4O3)c(C)c2c1 (stereo unspecified)	-8	2.8%	-3	13	4	-8%	2.6	6	10
CCn1cc(CCCC(=O)NCc2ccccc2OC)c2ccccc21	-12	0.9%	7	-2	-8	-6%	-0.6	-9	5
Cc1ccnc(NC(=O)CCC(=O)N(CC(=O)NC(C)(C)C)C2CCCC2)c1	-14	-0.5%	4	-8	-2	-6%	0.8	-3	3
CCCCC1C2=C(CC(C)(C)CC2=O)OC2=C1C(=O)CC(C)(C)C2	0	-3.1%	3	14	-18	7%	0.7	13	12
O=C(NCc1ccco1)c1cc2sccc2n1Cc1ccc(F)cc1	3	0.6%	-9	-8	-17	-15%	-0.8	-3	6
COc1ccc(C2=NN(CN3C(=O)C(=O)c4ccccc43)C(c3ccc(C)cc3)C2)cc1 (stereo unspecified)	7	1.6%	-3	-1	-5	?	-0.7	-3	1
CCN(CC(=O)N1CCOCC1)S(=O)(=O)c1ccc2ccccc2c1	2	0.7%	-3	7	-3	-1%	0.5	-2	0
Cc1nn(CC(=O)N/N=C/c2ccc3c(c2)OCO3)c(C)c1Br	12	-0.3%	-6	-8	-3	2%	-0.1	-12	0
O=C(CN1C(=O)NC2(CCCC2)C1=O)c1ccc(Cl)s1	-2	2.2%	0	-2	16	.	0.0	-2	5
CCOc1ccc(C(=O)NCCC(=O)NCCCC(=O)O)cc1	0	0.8%	2	1	-5	-10%	0.0	5	2
CCC(=O)Nc1cc(C(F)(F)F)ccc1N1CCOCC1	5	1.0%	-1	-8	-17	-12%	-0.2	-7	0
CCCC(=O)Nc1ccccc1NC(C)=O	-1	0.2%	1	6	-14	0%	1.4	11	1
Cc1ccc(Nc2nnc(SCC(=O)Nc3cccnc3Cl)s2)cc1C	2	3.3%	0	-2	.	-6%	-0.6	-4	2
Cc1cc(C)n(-c2nc3ccccc3nc2N2CCN(S(=O)(=O)c3ccc4ccccc4c3)CC2)n1	-3	2.3%	4	8	-13	-7%	-0.1	-8	3
CCOC(=O)Cn1c(-c2ccccc2)ccc(C#N)c1=O	-2	-0.2%	-5	7	-27	-19%	-1.1	8	1
CNc1ccc(C(O)(C(F)(F)F)C(F)(F)F)cc1C(O)(C(F)(F)F)C(F)(F)F	-10	0.8%	-8	-10	-27	-12%	1.5	5	3
CCOC(=O)c1ccc2[nH]c3c(c2c1)CCCC3O (stereo unspecified)	-6	0.5%	-1	-15	-7	-9%	-0.6	17	0
O=C(Nc1ccc(C(F)(F)F)cc1)c1cc(-c2cccnc2)nc2ccc(Br)cc12	-2	4.9%	-1	-6	-1	-15%	1.7	6	4
CC(=O)N1CCN(c2ccc(NC(=O)c3ccc(C)cc3)cc2)CC1	0	-0.5%	-7	26	10	-4%	-0.2	6	2
CC(C)Cc1nc(SCC(=O)Nc2ccc(S(N)(=O)=O)cc2)n[nH]1	10	0.4%	3	12	-15	-7%	-0.6	8	2
COC(=O)c1c(C(=O)OC)c(-c2cccc(C)c2)n2c1CS(=O)C2 (stereo unspecified)	-5	3.9%	-4	-7	-21	0%	1.9	6	2
COC(=O)c1cc(COC(=O)c2ccc(OC)c(S(=O)(=O)N3CCCC3)c2)oc1C	1	1.3%	-6	-18	-12	-2%	0.1	-10	3
CCOC(=O)c1c(NC(=O)CSc2nnc(C)s2)sc2c1CCCCC2	3	-1.8%	30	52	-1	3%	0.7	12	6
Cc1cccc2c1-c1sc(C(=O)Nc3nccs3)cc1CO2	7	2.8%	.	1	.	78%[activator]	0.6	-2	6
Cc1cc(C(=O)CSc2nnc(-c3ccccc3)o2)c(C)n1CC1COc2ccccc2O1 (stereo unspecified)	1	0.2%	12	13	8	-21%	-0.6	15	-1
O=C1CC(C(F)(F)C(F)(F)C(F)(F)C(F)(F)F)=Nc2ccccc2N1	9	1.2%	-1	-1	-2	?	0.2	1	9
O=C(COC(=O)COc1ccc(Cl)cc1)NC1CCS(=O)(=O)C1 (stereo unspecified)	4	2.2%	0	2	1	.	0.6	-1	1
CCc1ccc(CCC(=O)Nc2nnc(CC)s2)o1	0	1.2%	-8	-9	-3	6%	0.1	-12	0
COc1cccc(NC(=O)C2CCN(S(=O)(=O)c3cc(-c4noc(C)n4)ccc3C)CC2)c1	1	-1.8%	-2	-13	-11	6%	0.4	-15	-1
O=C(COc1ccccc1)N/N=C/c1ccc([N+](=O)[O-])o1	-7	-0.1%	-4	5	6	-11%	0.1	-8	2
Cc1occc1C(=O)NNC(=S)Nc1ccccc1	-3	0.7%	-11	6	18	4%	-0.4	11	1
